Screening results from PubChem BioAssay.
Tau ThT inhib: blocks human tau fibril formation measured by thioflavin T | recombinant tau K18 P301L, heparin-induced fibrillization, ThT fluorescence | Potency, µM (titrated, usually from 57.4 µM), inactives show at the top dose activity, negative = inhibition, actives largely listed as inhibitors | 270,000 compounds, 2.1% hits | AID 1460; further: nearly all actives have a fitted effect of over 55% in size
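Using a mix of unlabeled (15 uM) and Alexa 594-labeled (0.24 uM) tau K18 P301L, heparin-triggered fibrillization over 6 hr at 37 C was scored by ThT fluorescence.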
TRb-SRC2 inh: TRbeta-SRC2 interaction inhibition; TRbeta-SRC2 peptide binding, fluorescence polarization; receptor liganded with 1 µM T3; 280,000 compounds, 0.065% hits; P10828; Potency, µM (top dose mostly 106 µM), for the others: at the highest dose activity change, negative = inhibition, most hits filed as inhibitors;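 further: plate controls were bound peptide for no effect and peptide without receptor for full effect; nearly all actives have a fitted effect of over 50% in size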
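Assay buffer: 20 mM Tris-HCl, 100 mM NaCl, 10% glycerol, 1 mM EDTA, 0.01% NP-40, 1 mM DTT, 1 uM T3, 5% DMSO; TRb LBD 0.6 uM, Texas Red SRC2 20 nM; FP after 5 hr.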
Tau FP inhib: inhibitors of human tau fibril formation; 280,000 compounds, 0.39% hits; P10636; Potency, µM (doses to about 57.7 µM), for the others: top-dose activity, negative = inhibition, most hits filed as inhibitors; K18 P301L tau heparin fibrillization, Alexa594 FP, 6 h; AID 1468; further: nearly all actives have a fitted effect of over 55% in size
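Read-out: fluorescence polarization of Alexa 594-labeled tau (0.24 uM), 555 nm excitation, 632 nm emission. Mixtures held 15 uM unlabeled K18 P301L, compound and 20 uM heparin, pH 7 acetate buffer, incubated 6 hr at 37 C.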
TexasRed fluor: alters Texas Red total fluorescence, flagging assay interference; 280,000 compounds, 0.29% hits; TRb/SRC2 Texas Red total fluorescence interference; Potency, µM (series often up to 106 µM), for inactives: at the highest dose fluorescence change, negative = quenching; active means well fitted curve in either direction with a large enough effect; inconclusive means small, poorly fitted or top-dose-only effect
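Human TRb ligand-binding domain at 0.6 uM with 20 nM Texas Red SRC2 peptide in Tris buffer containing 1 uM T3 and 5% DMSO, incubated with compound 5 h at ambient temperature. Total fluorescence (555/632 nm) calculated as parallel + 2 × perpendicular.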
KDM4E inh: blocks human JMJD2E demethylase activity. AID 2147. B2RXH2. JMJD2E catalytic domain, FDH-coupled NADH fluorescence (FDH is formaldehyde dehydrogenase). 230,000 compounds, 1.6% hits. Potency, µM (top dose mostly 57.1 µM), inactives show top-dose activity change, negative = inhibition, hits mostly inhibitors; active means well fitted inhibition curve with a large enough effect, not every such curve was filed as active; inconclusive means small, poorly fitted or top-dose-only effect, or another doubt; inactive means no such curve, though single readings can be large or run the other way;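 further: 0% = wells with enzyme and -100% = buffer wells without enzyme; nearly all actives have a fitted effect of over 50% in size; many of its hits are not listed in these tables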
Target sequence (B2RXH2 1-337 limits assumed): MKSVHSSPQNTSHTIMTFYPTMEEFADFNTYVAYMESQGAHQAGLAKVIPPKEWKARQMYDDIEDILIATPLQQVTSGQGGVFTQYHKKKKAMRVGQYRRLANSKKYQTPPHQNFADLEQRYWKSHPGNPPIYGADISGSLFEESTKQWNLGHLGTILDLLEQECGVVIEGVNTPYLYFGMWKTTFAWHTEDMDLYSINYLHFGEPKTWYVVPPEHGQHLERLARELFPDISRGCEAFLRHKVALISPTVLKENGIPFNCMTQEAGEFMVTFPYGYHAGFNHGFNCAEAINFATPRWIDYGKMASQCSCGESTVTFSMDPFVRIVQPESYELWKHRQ
GoLoco inh red: RGS12 GoLoco-Gai1 interaction inhibition; AID 880; Potency, µM (top dose mostly 61.6 µM), for inactives: top-dose activity, negative = inhibition, usual class: inhibitors; 230,000 compounds, 0.44% hits; Gai1:RGS12 GoLoco peptide FP, rhodamine, 10 min; active means well fitted inhibition curve with a large enough effect, not every such curve was filed as active; inactive means no such curve, though single readings can be large or run the other way; further: nearly all actives have a fitted effect of over 30% in size; many of its hits are not listed in these tables
L3MBTL1 inh: inhibitors of human L3MBTL1; AlphaScreen L3MBTL1–H3K9me1 peptide binding; AID 485360; Potency, µM (titrated, usually from 57.1 µM), for the others: at the highest dose activity, negative = inhibition, most hits filed as inhibitors; 230,000 compounds, 0.66% hits; Q9Y468; further: nearly all actives have a fitted effect of over 60% in size
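L3MBTL1 (50 nM) pre-complexed 30 min with biotinylated H3(1-15)K9me1 peptide (75 nM), then compounds added for 30 min at room temperature; AlphaScreen streptavidin donor/nickel chelate acceptor beads (10 ug/mL final) read after 30 min dark incubation.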
RECQ1 inh: RECQ1 (human) helicase inhibition; 240,000 compounds, 0.54% hits; Potency, µM (highest dose often 57.3 µM), without a hit: at the highest dose activity, negative = inhibition, actives largely listed as inhibitors; P46063; RECQ1 DNA unwinding, red fluorescence kinetic read;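 further: plate controls were vehicle for no effect and no enzyme for full effect; nearly all actives have a fitted effect of over 30% in size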
Target sequence (P46063 whole entry, looked up): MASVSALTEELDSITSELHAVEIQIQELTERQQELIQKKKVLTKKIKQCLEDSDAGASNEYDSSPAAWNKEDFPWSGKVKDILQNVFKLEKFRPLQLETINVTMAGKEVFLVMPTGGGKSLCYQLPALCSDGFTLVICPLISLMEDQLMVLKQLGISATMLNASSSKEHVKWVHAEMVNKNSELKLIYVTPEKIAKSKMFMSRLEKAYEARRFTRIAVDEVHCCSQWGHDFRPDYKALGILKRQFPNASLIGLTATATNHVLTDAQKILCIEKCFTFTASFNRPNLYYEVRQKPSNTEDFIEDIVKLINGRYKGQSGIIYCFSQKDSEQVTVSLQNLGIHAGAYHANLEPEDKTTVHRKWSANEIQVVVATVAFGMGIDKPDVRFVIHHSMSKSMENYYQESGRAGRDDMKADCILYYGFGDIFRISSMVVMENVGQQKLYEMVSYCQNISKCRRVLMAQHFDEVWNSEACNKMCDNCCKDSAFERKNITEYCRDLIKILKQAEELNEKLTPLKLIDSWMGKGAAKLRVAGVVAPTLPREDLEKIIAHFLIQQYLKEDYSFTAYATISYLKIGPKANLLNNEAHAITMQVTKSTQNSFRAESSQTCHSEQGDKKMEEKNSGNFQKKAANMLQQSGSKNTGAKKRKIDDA
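RECQ1T1 50 nM; forked duplex (20 bp + 30-nt ss tails) 200 nM, ATP 2 mM final; pH 8.0, 2 mM MgCl2, 2.5 ug/ml poly(dI-dC); 15 min compound preincubation; discontinuous kinetic read over 2 h at RT.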
The depositor's hits bear a star; i = inactive; ? = inconclusive; . = no result given; [ ] = another dose, or the depositor's remark. Unless noted, the call rests on the fitted dose curve; in most records, active means well fitted curve in the direction sought with a large enough effect; inconclusive means small, poorly fitted or top-dose-only effect, or another doubt; inactive means no such curve, though single readings can be large; an effect the other way counts as inactive or inconclusive. Unless noted, on the % scale 0 is the no-effect control and ±100 the full control effect; potency means the concentration at half of the fitted maximal effect. An excerpt. The share of hits here may be higher or lower than overall.

SMILES | Tau ThT inhib | TRb-SRC2 inh | Tau FP inhib | TexasRed fluor | KDM4E inh | GoLoco inh red | L3MBTL1 inh | RECQ1 inh
COc1ccc(-c2nc(CNS(=O)(=O)c3ccc(F)cc3)cs2)cc1 | -14% | 2% | -2% | -4% | . | . | . | .
COc1cc2c(cc1OC)C(c1ccccc1)N(C(=O)CCl)CC2 (stereo not given) | -14% | -4% | 3% | -3% | 3% | 2% | 6% | -3%
COc1ccccc1C(=O)N=C1NC(=O)CC2C(=O)NCCN12 (stereo not given) | -13% | 3% | 7% | -1% | -18% | 5% | 1% | -6%
Cc1ccc(NC2=NCC(=O)N2C2CCCC2)c(C)c1 | 5% | -5% | 8% | -3% | 1% | -1% | -5% | -3%
Oc1ccc(N=Nc2cccc(C(F)(F)F)c2)cc1C=Nc1ccc(N2CCOCC2)cc1 | ? | ? | 9% | 24% | -29% | 30% | -14% | -2%
CCOc1cc(/C=C2/NC(=O)N(CC(=O)OC)C2=O)ccc1O | -8% | 10% | 8% | 4% | -25% | 2% | . | i
Clc1ccc(C(c2nnnn2CCc2ccccc2)N2CCSCC2)cc1 (stereo not given) | -13% | -7% | -1% | -2% | ? | 2% | 7% | -24%
CCCC12CN3CC(C)(CN(C1)C3c1ccc(CC)cc1)C2=O (stereo not given) | 1% | -1% | 2% | 0% | . | . | . | .
Cc1ccsc1/C=N/NC(=S)NCCc1ccccc1 | -11% | -5% | -4% | -4% | 1% | 0% | . | -8%
O=C(Nc1nc2ccccc2s1)c1ccc2c(c1)OCO2 | -1% | 3% | -12% | -1% | ? | 2% | -3% | -6%
CC1CCN(C(=O)CN(c2ccc3c(c2)OCO3)S(C)(=O)=O)CC1 | -4% | -3% | -5% | 2% | 5% | -1% | . | i
COc1ccc2c(c1)CCc1cnc(N)nc1-2 | ? | 5% | -2% | 1% | ? | 10% | 2% | 6%
CN(C)c1ccc(CNc2nc(-c3ccccc3)nn2S(C)(=O)=O)cc1 | -6% | 12% | 6% | -3% | -5% | 12% | -24% | -8%
CCCCn1c(=O)n(CC(=O)Nc2ccc(OC)c(Cl)c2)c(=O)c2c1nc(CO)n2CCC | -3% | -5% | -3% | 1% | 2% | 2% | . | -2%
CC(=O)Nc1ccc(S(=O)(=O)NCCc2cc3c(C)ccc(C)c3[nH]c2=O)cc1 | 0% | 4% | -13% | -1% | -3% | 6% | 3% | -2%
COc1ccc(CCN2C(=O)c3[nH]nc(-c4ccccc4O)c3C2c2ccc(OC)cc2)cc1 (stereo not given) | -2% | -9% | ? | -57% | . | . | . | .
CCOC(=O)N1CCN(C2=CC(=O)OC23CCCCC3)CC1 | 6% | -2% | 2% | 0% | 14% | -16% | . | -12%
COc1cc(/C=C2\SC(=O)N(CCNC(=O)c3cnc(C)cn3)C2=O)cc(OC)c1OC | ? | 0% | 1% | -1% | 4% | 4% | -3% | -6%
COc1ccc(C2NC(=O)NC3=C2CCc2ccccc23)cc1 (stereo not given) | 25µM* | -1% | ? | -1% | ? | -19% | -3% | -1%
O=C(Cc1noc2ccccc12)NNC(=S)Nc1ccccc1 | -5% | 2% | -2% | -4% | 2% | -1% | -3% | 0%
O=C(CCCC(=O)N1CCN(c2ccccc2F)CC1)N1CCN(c2ccccc2F)CC1 | ? | 1% | 0% | 3% | 0% | 8% | 1% | -3%
Cc1cc(C)n(C(=O)c2cc(F)c(F)cc2C)n1 | -13% | -3% | 7% | 1% | 2% | 9% | 4% | 8%
CCOC(=O)c1nn(-c2ccccc2)c(-c2ccccc2)c1C(=O)c1ccccc1 | -13% | 3% | -1% | -4% | -5% | -13% | -4% | -12%
Fc1ccc(-n2ncc3c(NCCCN4CCOCC4)ncnc32)cc1 | 4% | -4% | -3% | -2% | . | . | . | .

Taken from above (twelve entries):
SMILES | Tau ThT inhib | TRb-SRC2 inh | Tau FP inhib | TexasRed fluor | KDM4E inh | GoLoco inh red | L3MBTL1 inh | RECQ1 inh
O=C(Nc1nc2ccccc2s1)c1ccc2c(c1)OCO2 | -1% | 3% | -12% | -1% | ? | 2% | -3% | -6%
CC1CCN(C(=O)CN(c2ccc3c(c2)OCO3)S(C)(=O)=O)CC1 | -4% | -3% | -5% | 2% | 5% | -1% | . | i
COc1ccc2c(c1)CCc1cnc(N)nc1-2 | ? | 5% | -2% | 1% | ? | 10% | 2% | 6%
CN(C)c1ccc(CNc2nc(-c3ccccc3)nn2S(C)(=O)=O)cc1 | -6% | 12% | 6% | -3% | -5% | 12% | -24% | -8%
CCCCn1c(=O)n(CC(=O)Nc2ccc(OC)c(Cl)c2)c(=O)c2c1nc(CO)n2CCC | -3% | -5% | -3% | 1% | 2% | 2% | . | -2%
CC(=O)Nc1ccc(S(=O)(=O)NCCc2cc3c(C)ccc(C)c3[nH]c2=O)cc1 | 0% | 4% | -13% | -1% | -3% | 6% | 3% | -2%
COc1ccc(CCN2C(=O)c3[nH]nc(-c4ccccc4O)c3C2c2ccc(OC)cc2)cc1 (stereo not given) | -2% | -9% | ? | -57% | . | . | . | .
CCOC(=O)N1CCN(C2=CC(=O)OC23CCCCC3)CC1 | 6% | -2% | 2% | 0% | 14% | -16% | . | -12%
COc1cc(/C=C2\SC(=O)N(CCNC(=O)c3cnc(C)cn3)C2=O)cc(OC)c1OC | ? | 0% | 1% | -1% | 4% | 4% | -3% | -6%
COc1ccc(C2NC(=O)NC3=C2CCc2ccccc23)cc1 (stereo not given) | 25µM* | -1% | ? | -1% | ? | -19% | -3% | -1%
O=C(Cc1noc2ccccc12)NNC(=S)Nc1ccccc1 | -5% | 2% | -2% | -4% | 2% | -1% | -3% | 0%
O=C(CCCC(=O)N1CCN(c2ccccc2F)CC1)N1CCN(c2ccccc2F)CC1 | ? | 1% | 0% | 3% | 0% | 8% | 1% | -3%

Continued:
SMILES | Tau ThT inhib | TRb-SRC2 inh | Tau FP inhib | TexasRed fluor | KDM4E inh | GoLoco inh red | L3MBTL1 inh | RECQ1 inh
Cc1c(Cl)cccc1NC(=S)N(CCN(C)C)C(C)c1ccccn1 (stereo not given) | -12% | -5% | -5% | -1% | -24% | -3% | . | -7%
Cc1cccc(C)c1NS(=O)(=O)c1c(C)[nH]c(=O)[nH]c1=O | -1% | -8% | 2% | -4% | 1% | -7% | 3% | -4%
COCCCNC(=O)CS(=O)Cc1nc(-c2cccc(OC)c2)oc1C (stereo not given) | 4% | 11% | 6% | -2% | -1% | -10% | -1% | -13%
CCc1c(C(=O)Nc2ccc(OC)c(Cl)c2)[nH]c(C)c1C(C)=O | ? | -12% | 1% | 0% | 0% | 18% | -5% | -9%
COc1ccc(C(=O)n2cc(C(=O)c3cc(C)ccc3O)cn2)cc1OC | ? | -16% | -3% | -5% | 3% | 20% | 35%[activator] | i
COc1cc2c(cc1NC(=O)c1cccc(F)c1)CCCC2 | -13% | -6% | -12% | 0% | -4% | 0% | 27% | -2%
CC(C)(C)N1C(=O)[C@H]2[C@H]3[C@H](O)[C@H](O)C/C(=N/OCc4ccccc4)[C@H]3CC[C@@H]2C1=O | -8%[11.5 µM] | 3%[11.2 µM] | -4%[11.6 µM] | 1%[11.2 µM] | . | . | . | 0%[11.5 µM]
CCC(Sc1nnc2c3ccccc3n(CC)c2n1)C(=O)Nc1sc2c(c1C#N)CCCC2 (stereo not given) | ? | 6% | -9% | 1% | 0% | 22% | . | -2%
CCN(CC)c1ccc(/C=N/OCC(=O)Nc2cccc(C)c2)cc1 | ? | 22% | 6% | 0% | ? | 140%[activator] | -13% | ?
NC(=O)COC(=O)CC(c1ccccc1)c1ccccc1 | 2% | -5% | 3% | -4% | -5% | 8% | -2% | i
CN(C)c1ccc(S(=O)(=O)NCC(=O)OCC(=O)Nc2cccc(Cl)c2)cc1[N+](=O)[O-] | ? | 0% | -11% | 1% | 4% | 0% | -9% | -5%
Nc1nc2sc3c(c2c(=O)s1)CCCC3 | -15% | -2% | 11% | 1% | 5% | 11% | -1% | -12%
Cc1ccc(C(CC(N)=O)c2ccco2)cc1 (stereo not given) | 17% | 1% | -1% | 1% | 1% | 2% | -4% | -12%
CCOc1ccc(C(=O)c2cn(CC(=O)Nc3ccc4c(c3)OCCO4)c3ccc(F)cc3c2=O)cc1 | 7% | 5% | -10% | -1% | . | . | . | .
Cc1ccc(S(=O)(=O)/N=C2/NC(=O)/C(=C/c3ccccc3)S2)cc1 | -6% | -1% | 16% | 2% | ? | 17% | -8% | i
N#Cc1ccc(CN2CCN(C(=O)c3ccccc3)CC2)c(Cl)c1 | -8% | -18% | 5% | -4% | 9% | . | 3% | -11%
COc1ccc2c(C)cc(SCC(=O)NCCN3C(=O)CSC3=O)nc2c1 | -4% | 4% | 3% | -6% | 5% | . | 1% | -2%
CCOC(=O)C1C(c2ccc(Cl)cc2)NC(=S)NC1(O)C(F)(F)F (stereo not given) | -13% | 3% | 11% | -1% | 7% | 5% | . | i
O=C(O)CCSc1nnc(CNc2ccc(Cl)cc2)n1Cc1ccccc1 | 5% | -3% | 6% | -1% | 2% | 1% | 6% | -2%
CCN1CCN(Cc2c(O)ccc3c2O/C(=C\c2ccccc2)C3=O)CC1 | 5% | 10% | 8% | -7% | ? | 5% | . | -4%
COC(=O)[C@@H]1[C@@H](C)N(Cc2ccccc2)C(=O)N[C@H]1c1cccc(C(F)(F)F)c1 | 11%[11.5 µM] | -4%[11.2 µM] | 2%[11.6 µM] | -1%[11.2 µM] | 8%[11.4 µM] | 1%[14.2 µM] | . | i[11.5 µM]
CCCc1cc(N2CCC(C(N)=O)CC2)nc(-c2ccccc2)n1 | -4% | 2% | -15% | 0% | -47% | 6% | -15% | i
Cc1ccc(N(C)C(=O)C2CCCN(c3ncnc4c3nc3n4CCCCC3)C2)cc1C (stereo not given) | -7% | -5% | -5% | 20µM*[quencher] | . | . | . | .
CCCn1c(-c2ccc(F)cc2)nc2c(N3CCN(Cc4nc(OC)cc(OC)n4)CC3)nc(C)nc21 | -18% | 1% | 0% | 3% | ? | 1% | . | -3%
